# PGE2 EP2 inh = blocks the human prostaglandin E2 receptor EP2. C6 glioma cells expressing human EP2, cAMP TR-FRET; cells stimulated with saturating PGE2. inhibition, % at 25 µM. actives 0.52% (n = 260,000);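 active = percent inhibition above 40 after rounding to a whole number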;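 note: rat C6 glioma host cells with rolipram phosphodiesterase inhibitor present; the protocol text gives 20 µM as final concentration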
# Target sequence (P43116 whole entry, looked up): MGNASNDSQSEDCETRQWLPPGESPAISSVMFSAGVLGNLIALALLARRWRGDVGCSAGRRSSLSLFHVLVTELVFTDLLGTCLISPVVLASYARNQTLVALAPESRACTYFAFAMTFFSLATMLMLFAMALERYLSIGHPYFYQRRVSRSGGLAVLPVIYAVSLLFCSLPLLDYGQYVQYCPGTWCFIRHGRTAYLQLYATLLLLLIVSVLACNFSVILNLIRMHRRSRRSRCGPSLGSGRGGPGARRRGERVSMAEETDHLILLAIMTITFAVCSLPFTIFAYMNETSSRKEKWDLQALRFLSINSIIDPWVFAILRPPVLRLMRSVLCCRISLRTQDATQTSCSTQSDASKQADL
# EP2 modulator = EP2 receptor (human) modulation. P43116. EP2-expressing cells, cAMP HTRF FRET, PGE2 co-stimulation. induction, % at 25 µM. actives 0.83% (n = 260,000). AID 940;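 active = compounds whose cAMP rise, as percent of the full-agonist control response, exceeds 60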;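 note: rat C6 glioma line stably carrying human EP2 under a CMV promoter; the protocol text gives 20 µM as final concentration; 100% = response of wells given 1 µM PGE2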
# * marks the source's active call; other numbers are inactive results. The list is partial; count on the stated rates, not on these rows.
# Order of values: PGE2 EP2 inh	EP2 modulator
CN1CCN(CCCN(C)CC2(c3ccc(Cl)cc3Cl)CC2)CC1
  10	-56
CCc1ccc2[nH]c(=O)c(CN(Cc3ccccc3)Cc3nnnn3C3CCCCC3)cc2c1
  17	74*
O=C(C1CCCCC1)N1CCCC(c2nc(-c3ccc(Cl)cc3)no2)C1 (centres undefined)
  6	-27
Cc1ccc2c(c1)CC[C@H]1CC(=O)CC[C@]21C
  12	-13
COc1ccc(C2C3CN(C(C)=O)CC=C3C(C#N)=C(N)C2(C#N)C#N)c2ccccc12 (centres undefined)
  18	-47
C=CCSc1nc2ccccc2c(=O)n1CCc1ccccc1
  10	70*
COc1ccc(C2(NC(=O)Cc3ccc4c(c3)OCO4)CCCCC2)cc1
  7	-11
CCOC(=O)c1c(NC(=O)CCCl)sc2c1CC(C)(C)OC2
  7	-2
C/C(=N\NC(=O)c1ccncc1)c1ccc2ccccc2c1O
  15	-26
Cc1nn(CC(=O)N2CCCC2)c(=O)c2cc3occc3n12
  7	-12
Nc1ccccc1S[C@@H](C[N+](=O)[O-])c1ccc2c(c1)OCO2
  12	18
C=CC(C1=CC(=O)C(OC)=CC1=O)c1ccc(O)cc1 (centres undefined)
  7	-23
O=C(CN1CCCCC1)Nc1ccccc1F
  17	-4
CC1(C)CC(=O)C2=C(C1)OC(N)=C(C#N)C2c1ccc(-c2cccc(Cl)c2)o1 (centres undefined)
  13	25
CCCc1nnc(NC(=O)c2ccc(OC)cc2)s1
  16	-18
COc1ccc2ccccc2c1C1C(C#N)=C(N)Oc2n[nH]c(-c3cc(C)sc3C)c21 (centres undefined)
  8	30
CC1CCc2c(sc3nc(SCC(=O)N4CCCc5ccccc54)[nH]c(=O)c23)C1 (centres undefined)
  12	24
C#CCNC(=O)C1CCN(c2nc(C)nc3c2CCC3)CC1
  11	-12
CC(C)Cn1cnc2c(Sc3c([N+](=O)[O-])ncn3C)nc(N)nc21
  8	12
CN(C)Cc1ccc(C(C)(C)C)cc1-c1cc(C(C)(C)C)ccc1CN(C)C
  51*	9
O=C(CN1C(=O)[C@@H]2CCCN2C(=O)c2ccccc21)Nc1ccc2c(c1)OCO2
  4	-4
CCN(CC)CCNS(=O)(=O)c1ccc2c3c(cccc13)C(=O)N2
  18	-46
CCn1c(SCC(=O)Nc2ccc(C)c(N)c2)nnc1-c1ccc(Cl)cc1
  16	-32
CCn1c(SCC(=O)Nc2cccc(C)c2C)nc2c1c(=O)n(C)c(=O)n2C
  21	2
O=C(O)CNCCc1ccccc1
  15	9
Cc1ccc(Cn2nc(C)c(NC(=O)c3cc4nc(-c5ccco5)cc(C(F)(F)F)n4n3)c2C)cc1
  20	-124
O=C(Nc1ccc2oc(=O)ccc2c1)c1cc(Cl)ccc1Cl
  9	-1
CC(=O)OC(C(=O)NCC1CCCO1)c1ccc(F)cc1 (centres undefined)
  3	28
Cc1ccc(S(=O)(=O)O[C@@H]2[C@@H]3OC(C)(C)O[C@@H]3O[C@@H]2[C@@H]2COC(C)(C)O2)cc1
  34	2
COc1cccc(C(=O)NCCc2nc(-c3cccnc3)n[nH]2)c1
  5	-20
CC(C)NC(=O)Cn1nc2n(CC(=O)N3C(C)CCCC3C)c3ccccc3n2c1=O (centres undefined)
  3	-17
Cn1c(N2CCC(C(=O)Nc3ccc(N4CCOCC4)cc3)CC2)nc2ccccc21
  9	-39
CC(=O)O[C@]1(C(C)=O)CCC2C3C=C(C)C4=CC(=O)CCC4(C)C3CCC21C (some centres undefined)
  7	0
O=C(Nc1ccccc1-c1nnn(CC(=O)N2CCc3ccccc3C2)n1)c1ccco1
  11	-31
O=c1c2ccccc2oc2ccc(Cl)cc12
  11	-13
CC(C)Oc1ccc(/C=C2\SC(N3CCN(CCC#N)CC3)=NC2=O)cc1
  13	-121
Cc1ccc(Cl)cc1N1CCN(C(=O)c2cc3sccc3n2C)CC1
  13	-30
Cc1ccccc1C1(O)CCN(CC(O)c2ccc(Cl)c(Cl)c2)CC1 (centres undefined)
  11	-69
CC(C)c1nc(SCC(=O)N2CCOCC2)c2ccccc2n1
  10	23
CC(C)(C)NC(=O)C(c1ccccc1F)N(Cc1cccs1)C(=O)Cn1nnc2ccccc21 (centres undefined)
  7	18
Cn1c(COc2ccccc2)nnc1SCC(=O)N(C1CCCCC1)C1CCCCC1
  3	74*
C#CCOc1c(Cl)cc(C2C(C#N)=C(N)OC3=C2C(=O)CCC3)cc1Cl (centres undefined)
  10	-53
CC(CC(=O)Nc1nc2c(s1)C(=O)CC(C)(C)C2)c1ccccc1 (centres undefined)
  30	-55
COc1ccc(C2(C(=O)NCCc3nc(-c4ccncc4)n[nH]3)CCCCC2)cc1
  6	-14
CC(C)[N+]1(CC(O)COc2cccc3ccccc23)CCOCC1 (centres undefined)
  8	27
O=C(NC1CC2CCCC(C1)N2CC(=O)N1CCCc2ccccc21)c1ccccc1 (centres undefined)
  15	-65
COCCn1nnnc1C(c1ccc(OC)cc1OC)N1CCc2ccccc2C1 (centres undefined)
  5	-10
Cc1cc2cc3c(cc2n2c(SCC(=O)Nc4nc(-c5ccccc5)cs4)nnc12)OCO3
  10	-18
O=C(NC1CCCC1)C(c1ccncc1)N(C(=O)c1csnn1)c1ccc(F)cc1 (centres undefined)
  3	18
CCc1nnc(NS(=O)(=O)c2ccc(NC(=O)/C=C/C(=O)O)cc2)s1
  9	4
COc1ccc(C(=O)CSc2nc(C3CC3)nc3sc(C)c(C)c23)cc1
  9	47
CCOC(=O)Cc1[nH]nc2c1C(c1ccccc1Cl)C(C#N)=C(N)O2 (centres undefined)
  4	-20
S=C(S)NCCCn1ccnc1
  10	5
O=C(NCCN1CCC(O)(c2ccc(F)cc2)CC1)c1ccc2c(c1)OCO2
  7	6
CC1CCN(c2nc3c(c(=O)[nH]2)CCN(Cc2ccc(OCC(=O)O)cc2)C3)CC1
  3	-7
CCc1ccccc1NC(=O)CSc1nnc(-c2cccs2)n1C
  3	-27
COc1ccc(S(=O)(=O)N2CCC(C(=O)N3CCCC3)CC2)cc1C
  11	-33
Cc1ccccc1-n1c(SCC#N)nc2ccccc2c1=O
  7	23
CC(C)c1nc2sc3c(c2c2nnc(SCC(=O)NC4CCCC4)n12)CCCC3
  8	-16
COc1ccc(-n2nc3cc(C)c(NS(=O)(=O)c4ccccc4)cc3n2)cc1
  13	-14

# Entries of single compounds as entered above. Order of screens: PGE2 EP2 inh	EP2 modulator
# Entry for Cc1ccccc1-n1c(SCC#N)nc2ccccc2c1=O = 7	23
# Entry for CC(C)Oc1ccc(/C=C2\SC(N3CCN(CCC#N)CC3)=NC2=O)cc1 = 13	-121

# The main list resumes; the six compounds before the break are reprinted first.
# Order of values: PGE2 EP2 inh	EP2 modulator
CC1CCN(c2nc3c(c(=O)[nH]2)CCN(Cc2ccc(OCC(=O)O)cc2)C3)CC1
  3	-7
CCc1ccccc1NC(=O)CSc1nnc(-c2cccs2)n1C
  3	-27
COc1ccc(S(=O)(=O)N2CCC(C(=O)N3CCCC3)CC2)cc1C
  11	-33
Cc1ccccc1-n1c(SCC#N)nc2ccccc2c1=O
  7	23
CC(C)c1nc2sc3c(c2c2nnc(SCC(=O)NC4CCCC4)n12)CCCC3
  8	-16
COc1ccc(-n2nc3cc(C)c(NS(=O)(=O)c4ccccc4)cc3n2)cc1
  13	-14
COc1ccc(Cn2nnnc2CN(Cc2cc3cc(C)ccc3[nH]c2=O)C2CCCCC2)cc1
  8	31
O=C(Nc1cccc(Cl)c1)N1CCC(c2nc3ccccc3o2)CC1
  5	-123
CC(=O)Nc1ccc2nc(NC(=O)c3cccc(Cl)c3)sc2c1
  18	-73
Cc1ccc2c(c1)C(O)CC1(CCN(CC(O)c3ccccc3)CC1)O2 (centres undefined)
  6	-47
COc1cc(C(C)=O)ccc1OCC(O)CN1CCN(c2c(C)cccc2C)CC1 (centres undefined)
  18	4
COc1ccc(C(CN)c2c[nH]c3ccccc23)cc1 (centres undefined)
  8	-92
Cc1nc(NC2CCN(CC(=O)Nc3ccccc3C(F)(F)F)CC2)[nH]c(=O)c1C
  6	-12
CC1(C)CC(=O)C2=C(C1)OC(N)=C(C#N)C2c1cn(Cc2cccc(F)c2)c2ccccc12 (centres undefined)
  9	22
COc1ccc(-n2nnnc2SCC(=O)Nc2cccc(C)c2)cc1
  9	-70
Cc1oc2ccc(Cl)cc2[n+]1CCCS(=O)(=O)[O-]
  23	11
O=S(=O)(O)c1ccc(N=Nc2ccc3c(S(=O)(=O)O)cccc3c2O)c2ccccc12
  56*	-9
C=CCn1c(SCC(N)=O)nc2ccccc2c1=O
  13	-19
CCC(=O)N1CCN(c2cc(Cl)c(C#N)cc2F)CC1
  17	-8
Cc1c(C)c2c(c(C)c1O)CCC(C)(CN1CCN(c3cc(N4CCCC4)nc(N4CCCC4)n3)CC1)O2 (centres undefined)
  14	23
Cc1cc(SCCN2CCOCC2)nc2ccccc12
  34	-3
Cn1c(CN2CCOCC2)nnc1SCC(=O)Nc1ccc(F)cc1F
  11	-1
COc1ccccc1NC(=O)c1sc(NC(=O)c2ccc(F)cc2)c(C#N)c1C
  15	-42
Cn1c(Cl)nc2c1c(=O)[nH]c(=O)n2C
  14	19
Clc1ccc(CSc2ncnc3c2ncn3[C@@H]2CCCCO2)cc1
  45*	-3
Cc1csc(NC(=O)CN2CCC(C(=O)c3ccc4c(c3)OCCO4)CC2)n1
  6	-4
COCCCn1c(SCC(=O)Nc2cccc(C)c2)nnc1-c1ccoc1C
  6	27
Cc1cc(C)nc(SCc2nnc(SCC(=O)Nc3ccc(F)cc3)n2Cc2ccco2)n1
  8	15
CCNC(=S)N(Cc1ccccc1)Cc1cc2cc(C)c(C)cc2[nH]c1=O
  17	41
COc1ccc(-c2nc3cnccn3c2NCCc2ccccc2)cc1OC
  11	-46
C=C(C)Cn1c(NCc2ccc(OC)cc2)nc2c1c(=O)[nH]c(=O)n2C
  13	-4
Nc1ccc(-c2cccs2)cc1
  9	-91
Cc1ccccc1-c1nnc(SCC(=O)OC2CCCCC2)o1
  3	33
CS(=O)(=O)N1CCCc2cc(C(O)CN3CCC(c4ccncc4)CC3)ccc21 (centres undefined)
  8	-31
CCN(Cc1cc2cc(OC)ccc2[nH]c1=O)C(=O)c1cccc(C)c1
  9	-61
CS(=O)(=O)N(CC(=O)NCc1ccncc1)c1ccccc1Cl
  13	3

# Next section, starting with the last 2 of the part before.
# Order of values: PGE2 EP2 inh	EP2 modulator
CCN(Cc1cc2cc(OC)ccc2[nH]c1=O)C(=O)c1cccc(C)c1
  9	-61
CS(=O)(=O)N(CC(=O)NCc1ccncc1)c1ccccc1Cl
  13	3
CCCOc1cccc(/C(O)=C2/C(=O)C(=O)N(CCOC)C2c2ccncc2)c1 (centres undefined)
  15	5
NC(=O)CSc1nnc2n(Cc3ccccc3F)c3ccccc3n12
  10	-51
Cn1ccnc1C1(O)CCN(C(=O)Cc2ccccc2)CC1
  4	-12
Cc1nn(CC(=O)NC(C)C)c(=O)c2cc3occc3n12
  4	19
COc1cccc(C2C(C(=O)c3ccco3)=C(O)C(=O)N2CC2CCCO2)c1 (centres undefined)
  14	12
COc1cccc(CN(Cc2ccncc2)C2CC(C)(C)NC(C)(C)C2)c1O
  5	12
CCO[P@]1(=O)OC[C@@H]2O[C@H](n3cnc4c(N)ncnc43)[C@H](O)[C@H]2O1
  4	101*
NC(=O)c1nc(-c2ccnc3ccccc23)nc2c1[nH]c(=O)n2CCc1ccccc1
  7	-30
Cn1c(O)c(C=NCc2ccccc2)c(=O)n(C)c1=O
  10	5
CC1=C(C(=O)Nc2ccccc2C)C(c2ccc3c(c2)OCO3)C2=C(CCCC2=O)N1 (centres undefined)
  8	-10
CCC(c1nnnn1C1CCCCC1)N(Cc1cc2cc(C)ccc2[nH]c1=O)C1CCCCC1 (centres undefined)
  7	7
Cc1cccc2cc(CN(CCO)C(=S)Nc3ccc(F)cc3)c(=O)[nH]c12
  9	-52
C[C@H](C(=O)c1ccccc1)[C@@H](c1ccccc1)N1CCOCC1
  12	56
CCn1c(SC(C)C(=O)O)nnc1C1CCCCC1 (centres undefined)
  7	5
O=C(CC(=O)c1ccccc1)c1ccccc1
  10	32
Cn1c(SCC(=O)Nc2cccc3ccccc23)nnc1C1CCCCC1
  7	-70
O=C(NC1CCN(Cc2nnnn2C2CCCCC2)CC1)c1ccc(F)cc1
  5	-21
COc1cc(=O)n(C)c2c(OCC(O)C(C)(C)O)cccc12 (centres undefined)
  8	15
CCn1c[n+](CC(O)COc2ccc(F)cc2)c2ccccc21 (centres undefined)
  12	-4
COc1ccc(N(CC(=O)N2CCC(C(N)=O)CC2)S(C)(=O)=O)cc1OC
  9	-5
CCOC(=O)C1CCN(C(=O)COc2ccccc2)CC1
  7	-31
O=c1[nH]c(=O)c2nc3ccccc3nc2[nH]1
  10	16
O=C(Cn1ccnc1-c1ccccc1)NC(c1ccccc1)c1cccnc1 (centres undefined)
  9	11
CCc1cccc(CC)c1Nc1cc(C)nc2ncnn12
  11	22
Nc1cc(-c2ccco2)nn(CC(=O)NC2CCCCCCC2)c1=O
  7	-1
CC(C)c1nc2ccccc2c2nn(CC(=O)NCc3ccccc3F)c(=O)n12
  6	-1
